# Source: PubChem BioAssay (The Scripps Research Institute Molecular Screening Center)
# CHO parental Ca: signal in parental CHO cells, OX1R antagonist counter-screen; hit rate 0.63% among 330,000; parental CHO-K1, ATP-induced calcium, Fluo-8 fluorescence; inhibition, % at 5.6 µM;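 active = inhibition above that plate's mean sample inhibition plus 3 SD, cut at about 26% in these data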;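 also: 0% = ATP-challenged DMSO wells and 100% = DMSO wells without ATP; some compounds past the cut are filed as inactive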
#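 Measured by: calcium-sensitive Fluo-8 fluorescence / Test system: CHO parental line / Controls: ATP-challenged DMSO wells low, unchallenged DMSO wells high / Measure: % inhibition / Compound: single nominal dose of 5.6 µM per compound / Replicates: single well per compound, no replicates / Reagent: ATP as calcium-mobilizing challenge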
# OXTR potentiate: human OXTR potentiation; CHO-OTR cells, Fluo-8 calcium fluorescence, potentiator mode; 0% = oxytocin EC15, 100% = EC100; activation, % at 3 µM; hit rate 0.061% among 320,000; AID 2445;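 active = activation above that plate's cutoff, the mean activation of tested compounds plus 3 SD, cut at about 6.6% in these data, passing the limit was not always enough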;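 also: 100% uses oxytocin at 75 nM as the full agonist control; some results filed as inactive read as strong as hits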
#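 Assay system: CHO cell line stably expressing human OTR | Also added: Oxytocin at about EC15, sub-maximal agonist stimulus | Times: Compound 6 min at room temperature before oxytocin, 100 s read | Measured by: Fluo-8 intracellular calcium fluorescence, ex 470-495, em 515-575 nm | Controls: EC15 oxytocin alone as 0%, 75 nM oxytocin as 100%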
# M1 ag parental: M1 agonist counterscreen hit in parental CHO-K1 cells; hit rate 0.48% among 360,000; activation, % at 3 µM; Fluo-8 calcium fluorescence; scaled to maximal ATP response, vehicle zero; in the data active = activation above about 15%;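 also: untransfected CHO-K1 host cells lacking M1 receptor as counterscreen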
# M1 PAM parental: M1 PAM counterscreen hit in parental CHO-K1 cells. activation, % at 3 µM. ATP EC20, Fluo-8 calcium fluorescence; 0% at ATP EC20, 100% at ATP max. AID 602247. hit rate 0.02% among 360,000;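 active = activation above the run cutoff, the mean activation of all test compounds plus 3 SD, cut at about 40% in these data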;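 also: peak over basal fluorescence ratio in a 140 s read after ATP addition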
# TAAR1 antag: human TAAR1 antagonism; Q96RJ0; CHO RD-HGA16 TAAR1, Fluo-8 calcium fluorescence, antagonist; inhibition, % at 3 µM; hit rate 1.5% among 360,000;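 active = inhibition above a per-plate cutoff, the mean inhibition of test compounds on that plate plus 3 SD, cut at about 49% in these data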;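 also: 0% = DMSO plus EC80 beta-PEA response and 100% = DMSO alone without agonist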
# Target sequence (Q96RJ0 whole entry, looked up): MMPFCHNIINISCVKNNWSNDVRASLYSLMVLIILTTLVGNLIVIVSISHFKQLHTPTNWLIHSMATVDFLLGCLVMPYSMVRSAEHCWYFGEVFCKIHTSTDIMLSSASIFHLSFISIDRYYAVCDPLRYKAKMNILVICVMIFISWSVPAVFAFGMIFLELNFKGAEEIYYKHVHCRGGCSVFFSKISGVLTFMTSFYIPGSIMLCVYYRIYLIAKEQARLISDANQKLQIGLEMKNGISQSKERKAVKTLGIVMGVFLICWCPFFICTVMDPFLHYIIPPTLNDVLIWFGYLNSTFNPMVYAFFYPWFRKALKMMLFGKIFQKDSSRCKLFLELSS
#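 Assay system: RD-HGA16 CHO cells with stable hTAAR1 and Gα16 / Reagent: EC80 β-phenethylamine stimulus / Doses: 3 µM, single point / Timing: dye loading 75 min at 37 °C, then 30 min room temperature / Measured by: Fluo-8 intracellular calcium dye fluorescence, real-time kinetic reads / Controls: vehicle wells and EC80 agonist wells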
# OXTR agonist: agonists of human oxytocin receptor. CHO-OTR cells, Fluo-8 calcium fluorescence; normalized: DMSO 0%, oxytocin 100%. hit rate 0.32% among 320,000. activation, % at 3 µM. P30559. AID 2435;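 active = activation above the mean of all tested compounds plus 3 SD, cutoff set per screening run, cut at about 20% in these data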;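 also: peak over basal fluorescence ratio from a 100 s FLIPR kinetic read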
# V1aR counter: counter-screen for oxytocin receptor agonists: human V1a receptor agonists; P37288; CHO-V1R cells, Fluo-8 calcium fluorescence, agonist mode; 0% DMSO, 100% 3 nM vasopressin; activation, % at 3 µM; hit rate 0.25% among 320,000;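 active = activation above the mean activation of all tested compounds plus 3 SD, per screening run, cut at about 20% in these data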;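 also: signal is peak over basal fluorescence ratio across a 100 second FLIPR read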
# Target sequence (P37288 whole entry, looked up): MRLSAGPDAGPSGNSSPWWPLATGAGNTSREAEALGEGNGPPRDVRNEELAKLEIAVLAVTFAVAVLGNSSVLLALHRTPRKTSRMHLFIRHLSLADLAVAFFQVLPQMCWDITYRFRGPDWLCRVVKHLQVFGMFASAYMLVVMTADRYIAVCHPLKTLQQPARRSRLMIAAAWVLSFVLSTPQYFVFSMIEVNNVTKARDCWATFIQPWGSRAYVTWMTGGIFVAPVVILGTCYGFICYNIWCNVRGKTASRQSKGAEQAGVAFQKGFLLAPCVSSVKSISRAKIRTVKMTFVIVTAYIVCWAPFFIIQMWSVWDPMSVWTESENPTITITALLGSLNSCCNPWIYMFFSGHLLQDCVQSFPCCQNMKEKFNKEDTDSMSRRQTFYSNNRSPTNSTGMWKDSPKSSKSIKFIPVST
# CHO-K1 Ca antag: M1 antagonist counterscreen hit in parental CHO-K1 cells. ATP-induced calcium, Fluo-8 fluorescence. inhibition, % at 3 µM. hit rate 0.6% among 360,000;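 active = inhibition above a per-plate cutoff, the plate's mean sample inhibition plus 3 SD, cut at about 24% in these data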;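 also: 0% = DMSO plus EC80 ATP and 100% = DMSO alone without ATP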
# GPR7 antag: human neuropeptides B/W receptor 1 antagonism; AID 1861; hit rate 1.1% among 290,000; GPR7-expressing cells, fluorescence antagonist assay; inhibition, % at 4.4 µM; in the data active = inhibition above about 16%, passing the limit was not always enough;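 also: cells stimulated with the agonist NPW; 0% = agonist with vehicle and 100% = vehicle without agonist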
# Target sequence (P48145 whole entry, looked up): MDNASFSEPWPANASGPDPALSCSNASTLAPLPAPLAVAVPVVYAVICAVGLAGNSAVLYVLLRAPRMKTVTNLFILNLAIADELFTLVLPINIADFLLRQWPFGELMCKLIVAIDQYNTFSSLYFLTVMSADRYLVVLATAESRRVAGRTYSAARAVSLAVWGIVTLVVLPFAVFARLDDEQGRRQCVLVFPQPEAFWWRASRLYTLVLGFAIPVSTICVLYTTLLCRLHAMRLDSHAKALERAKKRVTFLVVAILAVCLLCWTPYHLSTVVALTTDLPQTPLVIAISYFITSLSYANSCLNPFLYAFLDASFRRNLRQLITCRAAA
# An asterisk follows results filed as active; / = no result given.
SMILES,CHO parental Ca,OXTR potentiate,M1 ag parental,M1 PAM parental,TAAR1 antag,OXTR agonist,V1aR counter,CHO-K1 Ca antag,GPR7 antag
COc1cccc(-c2nc3nc(C)cc(C)n3c2Nc2c(C)cccc2C)c1,/,/,4.5,17,0,/,/,-8,/
NC(=O)COn1c(SCC(N)=O)nc2ccccc2c1=O,-4,-7,0.7,4,1,0.2,-0.2,-7,-4
CN(C)Cc1c(O)ccc2c(=O)c(-c3ccccc3Cl)c(C(F)(F)F)oc12,-2,0,0.6,7,-13,-0.5,0.0,-12,0
Cc1cc(C)n2nc(NCc3cccc(Br)c3)nc2n1,-6,1,0.2,17,-3,-0.1,-0.7,-6,-14
Cc1nn(Cc2ccccc2)c(C)c1CNC(=O)CN=C1NS(=O)(=O)c2ccccc21,/,/,0.2,-3,-3,/,/,-7,/
COc1ccc(-n2cc(C(=O)c3ccccc3O)cn2)cc1,-22,-4,1.4,19,18,-2.3,0.8,-8,-9
COc1ccccc1N1CCN(C(=O)c2sc3nc(-c4ccccc4)cn3c2C)CC1,-11,2,8.1,15,10,0.7,3.0,-16,-9
CSc1nnc(Cn2c(=O)sc3ccccc32)n1C,-3,-1,0.6,21,-11,0.0,-0.4,-4,9
O=C(NCC1CCCO1)/C(=C/c1cn(-c2ccccc2)nc1-c1cccnc1)NC(=O)c1ccccc1 (stereo unspecified),-26,-8,2.3,-1,15,-0.3,-0.5,-9,-10
CN(NC(=O)c1ccccc1F)c1ccc([N+](=O)[O-])cn1,-13,-6,0.8,-12,0,-1.4,-0.9,2,9
Cc1ccc(S(=O)(=O)NCCC(=O)OCC(=O)N2CCCC2=O)cc1C,4,-8,1.1,-7,-10,0.6,0.6,-14,/
CCOC(=O)c1[nH]cnc1C(=O)NCc1ccccc1,-8,-5,0.9,10,0,0.0,0.6,-11,-23
Cc1cccc(NC(=O)CN(C)C(=O)Cc2ccc(-c3ccccc3)cc2)c1C,/,/,1.4,6,-9,/,/,3,/
CCc1nnc(NS(=O)(=O)c2ccc(NC(=O)/C=C/c3ccc(F)cc3)cc2)s1,-15,-4,0.0,14,16,-0.5,0.6,-11,9
Cc1ccccc1-n1ncc2c(SCC(=O)NCc3cccs3)ncnc21,-14,-14,1.6,19,9,2.5,3.6,-5,-6
O=C(NCc1ccc(F)cc1)c1cc(C2CCCN(C(=O)C3CCCCC3)C2)on1 (stereo unspecified),/,/,2.8,24,-41,/,/,-22,/
CCOc1ccc(C)cc1S(=O)(=O)Nc1cccnc1,-8,-16,0.4,-3,-18,0.3,0.3,-1,8
OCCCc1nc2ccccc2n1CCc1ccccc1,-8,-5,0.6,16,8,-1.0,0.7,-10,11
CCc1cc2c(=O)c(-c3nc4ccccc4n3C)c(C)oc2c(CN2CCN(C)CC2)c1O,-24,-3,/,/,/,-0.9,0.2,/,-5
O=C(COc1ncnc2cc([N+](=O)[O-])ccc12)NCc1ccc2c(c1)OCO2,-10,-2,0.8,9,0,-0.5,0.2,-6,-11
COc1ccc(/C=C2/S/C(=N/N=C3\CC4CCC3(C)C4(C)C)NC2=O)cc1 (stereo unspecified),-8,-6,0.8,17,18,-0.9,0.8,-8,-7
CC(C)(C)NC(=O)C(c1ccco1)N(C(=O)c1csnn1)c1ccccc1 (stereo unspecified),-6,-2,0.1,3,7,0.2,-0.5,12,-2
Cc1ccc(NC(=O)CC2NCCNC2=O)cc1 (stereo unspecified),4,-1,1.0,25,6,0.8,0.6,-14,-6
COC(=O)c1nn(-c2ccc(OC)cc2)c(=O)cc1O,-7,10,-0.5,-12,-1,1.9,1.2,10,-9
CCCC(C(=O)O)N1C(=O)/C(=C2\C(=O)N(C)c3ccccc32)SC1=S (stereo unspecified),-3,0,-0.2,6,-2,0.6,0.6,3,/
# (list continues)
SMILES,CHO parental Ca,OXTR potentiate,M1 ag parental,M1 PAM parental,TAAR1 antag,OXTR agonist,V1aR counter,CHO-K1 Ca antag,GPR7 antag
COc1ccccc1NC(=O)CSc1nnc(-c2ccccn2)n1Cc1ccco1,-14,2,0.4,-6,9,-1.5,2.5,-5,-14
CCOC(=O)C1CCCN(C(=O)c2cc(-c3ccc(C)cc3)nc3ccccc23)C1 (stereo unspecified),-32,-8,15,15,43,-2.5,17,1,-15
CCOc1cc2[nH]c(=S)n(Cc3ccc(C(=O)NCCCN(CC)CC)cc3)c(=O)c2cc1OCC,0,-15,1.1,15,-17,-0.7,-0.7,-5,-9
O=C(COc1cccc(C(F)(F)F)c1)NCC(c1ccco1)N1CCCCC1 (stereo unspecified),-18,0,-0.7,11,-3,-2.7,-0.8,-6,/
Cc1ccc(NC(=O)CN2CCOCC2)cc1S(=O)(=O)N1CCCCC1,-5,-2,1.4,26,10,-0.2,-0.5,-18,/
O=C(CCN1C(=O)c2ccccc2C1=O)Nc1cc(F)ccc1F,-16,-12,0.1,7,5,-2.2,-1.0,-3,4
Cc1nn(-c2ccc(Cl)cc2Cl)c(=O)c2ccccc12,-22,-3,1.7,13,0,-0.8,-0.6,-16,-11
S=C(NCCc1ccccc1)N1CCN(Cc2ccc(Cl)c(Cl)c2)CC1,-11,-5,1.7,-1,-9,0.3,2.6,3,6
CC(Oc1cc2oc(=O)c3c(c2cc1Cl)CCC3)C(=O)NCCCN1CCOCC1 (stereo unspecified),-18,1,1.2,12,-24,0.5,0.2,-18,1
CCC(C(=O)N1CCN(C(=O)c2ccco2)CC1)c1ccccc1 (stereo unspecified),-13,-19,0.4,20,16,-0.8,1.6,-18,14
CC(C)(C)OC(=O)N[C@H](C(=O)OC(C)(C)C)c1ccc(C(F)(F)F)cc1,-16,-2,0.5,8,10,-1.4,-0.7,-5,/
CCOC(=O)c1ccoc1CSCc1ccc(C(=O)OC)o1,-5,-3,0.1,19,-7,-1.3,-0.1,-16,-8
CCCCCCCCCc1nc(N)n[nH]1,-12,-5,3.6,19,-24,-1.2,-0.8,6,-17
CC(C)(C)OC(=O)NC(CNCc1ccccc1)Cc1ccccc1 (stereo unspecified),-42,0,-0.8,5,18,-2.4,-1.6,-12,/
CCC1CCCCN1C(=O)c1ccc(OC2CCN(C(=O)C3CC3)CC2)cc1 (stereo unspecified),-7,-6,3.4,18,-6,1.9,1.9,3,-10
CC1CCCN(C(=O)Cn2nnc(-c3ccc(N(C)C)cc3)n2)C1 (stereo unspecified),-1,2,0.0,11,/,0.2,1.0,-2,-4
Cc1cc(/C=C2\SC(N)=NC2=O)c(C)n1-c1ccccc1,-9,-12,0.0,9,9,0.4,0.2,-4,-7
CCN(CC)c1ccc(C=NNc2ccc([N+](=O)[O-])cn2)cc1,/,/,2.8,0,34,/,/,1,/
Cc1cc(C(C)(C)C)oc1C(=O)N(CC(=O)NC1CCCC1)Cc1ccc(F)cc1,-7,-4,0.6,-5,-32,-1.4,0.3,-20,-3
CCOC(=O)C1CCN(C(=O)c2cc(COc3ccc(F)cc3F)on2)CC1,-8,-7,1.2,-23,0,-0.2,1.6,11,16
CCOC(=O)c1c(-c2ccc(-c3ccccc3)cc2)csc1NC(=O)CNCCN(C)C,16,-18,0.2,-24,23,16,12,9,34*
CN(C)CCNC(=O)c1c(CSc2ccccc2)noc1C(=O)NCc1ccccc1,-18,-5,3.8,9,8,7.8,0.2,-5,/
CN(C)c1cccc(Oc2nc3c(c(=O)n(C)c(=O)n3C)n2C)c1,-11,0,0.3,7,-11,0.5,-0.1,-6,-7
CC(Sc1nnc(-c2ccc(O)cc2)o1)C(=O)Nc1cccc2ccccc12 (stereo unspecified),2,3,1.0,9,-2,1.4,0.7,4,6
CC(C)(C)c1nnc(NC(=O)CCS(=O)(=O)c2ccccc2)s1,-5,-1,2.2,9,0,1.5,2.4,-11,-8
# (listing goes on)
SMILES,CHO parental Ca,OXTR potentiate,M1 ag parental,M1 PAM parental,TAAR1 antag,OXTR agonist,V1aR counter,CHO-K1 Ca antag,GPR7 antag
CSc1nnc(-c2cc(C)on2)n1-c1ccccc1,-6,-5,0.6,16,0,-0.1,0.7,-4,-8
CCOc1cccc2cc(-c3cn4cc(C)ccc4n3)c(=O)oc12,-8,-9,0.0,-21,9,0.6,0.2,12,-4
Cc1ccccc1CN(C)CCc1ccccn1,6,-4,-0.1,1,-6,0.3,0.3,-9,-9
CN(Cc1ccccc1)C(=O)CSc1nc2cc(C(=O)N3CCC(C(N)=O)CC3)ccc2c(=O)n1-c1ccccc1,0,-7,/,/,/,-0.4,0.6,/,4
O=C(COc1ccc(Cl)cc1)Nc1ccc(C(=O)NCc2cccnc2)cc1,0,-9,6.4,6,/,14,7.6,1,10
O=C(NCCCn1ccnc1)C(=O)NCC1OCCN1S(=O)(=O)c1ccc(F)cc1 (stereo unspecified),-8,-3,0.7,12,-9,1.4,1.0,3,-7
CC(=O)Nc1cccc(N/C=C(\C=O)c2nc3ccccc3o2)c1,-10,-13,5.1,9,10,12,1.5,0,-6
Cc1cc(C(=O)NNc2ccccc2F)no1,-11,1,0.7,17,-13,0.3,0.4,-6,-14
C=CCN1C(=O)C(O)(CC(=O)c2c(C)n[nH]c2C)c2cc(Br)ccc21 (stereo unspecified),-3,-14,0.4,18,4,0.1,0.2,-9,-8
Cc1cc(NCCNC2=CC(=O)CCC2)nc2ccccc12,-15,1,0.2,2,-1,0.7,0.6,-12,-7
CCn1c(SCC(=O)N2CCN(c3ccc(F)cc3)CC2)nc2ccccc2c1=O,-13,-20,-0.3,-6,-26,-2.0,-0.6,21,1
COC(=O)c1cc(S(=O)(=O)n2nc(C)c(Br)c2C)c(Cl)cc1Cl,7,-24,0.1,17,27,-2.1,0.3,-17,-6
O=C(Cn1c(=O)n(CCc2c[nH]c3ccccc23)c(=O)c2cccnc21)Nc1ccccc1F,13,-8,4.8,18,52*,4.6,3.2,6,-5
CCn1c(SCC(=O)c2c(N)n(C)c(=O)n(C)c2=O)nnc1-c1ccccc1,0,4,/,/,/,0.1,-0.5,/,-9
CCC(C)NC(=O)c1cc(Cl)c(NC(=O)C2=C(C)OCCS2)cc1OC (stereo unspecified),-13,-12,1.5,11,20,-0.9,-0.8,-2,-9

# Pulled one by one from the entries so far, four records:
SMILES,CHO parental Ca,OXTR potentiate,M1 ag parental,M1 PAM parental,TAAR1 antag,OXTR agonist,V1aR counter,CHO-K1 Ca antag,GPR7 antag
CN(Cc1ccccc1)C(=O)CSc1nc2cc(C(=O)N3CCC(C(N)=O)CC3)ccc2c(=O)n1-c1ccccc1,0,-7,/,/,/,-0.4,0.6,/,4
C=CCN1C(=O)C(O)(CC(=O)c2c(C)n[nH]c2C)c2cc(Br)ccc21 (stereo unspecified),-3,-14,0.4,18,4,0.1,0.2,-9,-8
CCn1c(SCC(=O)c2c(N)n(C)c(=O)n(C)c2=O)nnc1-c1ccccc1,0,4,/,/,/,0.1,-0.5,/,-9
COC(=O)c1cc(S(=O)(=O)n2nc(C)c(Br)c2C)c(Cl)cc1Cl,7,-24,0.1,17,27,-2.1,0.3,-17,-6
